# CCR6 antag: CCR6 (human) receptor antagonism. CHO-K1 CCR6 PathHunter beta-arrestin, luminescence, CCL20-stimulated. inhibition, % at 20 µM. P51684. 0.49% of 340,000 active;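 active = compounds whose inhibition of the agonist-driven luminescence signal at 20 µM reaches about 50%, limit read from the data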;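 note: cells stimulated with CCL20 at 14 nM final; plate controls were DMSO with CCL20 for no effect and DMSO without agonist for full effect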
# Target sequence (P51684 whole entry, looked up): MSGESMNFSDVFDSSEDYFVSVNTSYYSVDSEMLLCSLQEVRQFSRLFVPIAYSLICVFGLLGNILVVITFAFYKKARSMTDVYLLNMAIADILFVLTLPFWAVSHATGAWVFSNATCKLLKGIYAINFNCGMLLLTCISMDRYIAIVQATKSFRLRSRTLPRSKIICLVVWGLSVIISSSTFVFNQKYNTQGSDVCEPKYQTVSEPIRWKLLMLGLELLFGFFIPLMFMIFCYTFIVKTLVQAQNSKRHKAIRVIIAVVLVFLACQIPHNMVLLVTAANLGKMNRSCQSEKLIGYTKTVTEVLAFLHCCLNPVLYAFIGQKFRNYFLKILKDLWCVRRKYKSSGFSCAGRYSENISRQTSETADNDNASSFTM
# UBC13 polyUb: inhibitors of human UBC13 polyubiquitin chain formation; P61088; TR-FRET; inhibition, % at 20 µM; 0.47% of 330,000 active; AID 485273; in the data active = inhibition above about 45%, passing the limit was not always enough; inconclusive = no clear call, values can overlap the other calls
# Target sequence (P61088 whole entry, looked up): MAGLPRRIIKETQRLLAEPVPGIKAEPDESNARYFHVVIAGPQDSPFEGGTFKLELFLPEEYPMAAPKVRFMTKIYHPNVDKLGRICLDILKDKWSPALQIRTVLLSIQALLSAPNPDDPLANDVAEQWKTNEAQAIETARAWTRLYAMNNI
# 697 NFkB inh: inhibitors of the PMA/ionomycin-induced NF-kB reporter in 697 B cells | 697 B-cell NF-kB luciferase reporter, 16 h | inhibition, % at 4 µM | 0.33% of 330,000 active | AID 435022; in the data active = inhibition above about 35%
# Gli-Sufu antag: antagonists of Gli-Sufu signaling | Sufu-KO-LIGHT fibroblasts, Gli luciferase reporter luminescence | inhibition, % at 5 µM | 0.74% of 340,000 active;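 active = inhibition above about 55%, limit read from the data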;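 note: 0% = DMSO-treated cells and 100% = wells with medium but no cells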
# EBI2 antag: blocks human EBI2 receptor beta-arrestin signaling; 0.81% of 360,000 active; inhibition, % at 5 µM; EBI2 beta-arrestin recruitment, luminescence, 7a,25-OHC stimulated; P32249; in the data active = inhibition above about 38%;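 note: enzyme fragment complementation signal reports receptor beta-arrestin coupling in cells; 0% = agonist plus DMSO wells and 100% = wells without agonist; some results beyond the cut were filed as inactive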
# Apaf-1 inh: inhibitors of human Apaf-1 apoptosome. AID 489030. reconstituted apoptosome caspase-3 activity, DEVD-Rh110 fluorescence. O14727. inhibition, % at 20 µM. 0.71% of 330,000 active; active = inhibition of at least 40% at 20 µM;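 note: plate controls were DMSO wells for no effect and DEVD-CHO caspase inhibitor wells for full effect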
#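 Material: cell-free apoptosome with Apaf-1, procaspase-3 and caspase-9; Buffer or medium: Hepes pH 7.5 with detergent and BSA; Reagent: cytochrome c trigger plus (Z-DEVD)2-Rh110 caspase-3 substrate; Times: compound with Apaf-1, dATP, procaspase-3 30 min, then 50 min reaction, room temperature; Technique: Rh110 fluorescence intensity.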
# SENP8 inh: SENP8 protease inhibition | Q96LD8 | purified SENP8, Z-RLRGG-aminoluciferin cleavage, luminescence | inhibition, % at 10 µM | 1.2% of 330,000 active
# Target sequence (Q96LD8 whole entry, looked up): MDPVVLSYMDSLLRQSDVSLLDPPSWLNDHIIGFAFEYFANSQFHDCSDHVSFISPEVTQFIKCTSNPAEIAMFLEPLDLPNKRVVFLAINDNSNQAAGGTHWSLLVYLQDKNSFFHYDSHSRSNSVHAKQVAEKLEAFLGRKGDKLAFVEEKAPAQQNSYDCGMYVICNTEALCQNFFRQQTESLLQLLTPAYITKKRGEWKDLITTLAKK
# Jurkat NFkB inh: inhibitors of the PMA/ionomycin-induced NF-kB reporter in Jurkat cells; 0.53% of 330,000 active; inhibition, % at 4 µM; PMA/ionomycin-induced NF-kB luciferase reporter, luminescence
# The depositor's hits bear a star; ? = inconclusive. Cut-off read from the data, not from the text of the source, unless noted: active = inhibition above about 50%; inactive = the rest.
canonical_smiles	CCR6 antag	UBC13 polyUb	697 NFkB inh	Gli-Sufu antag	EBI2 antag	Apaf-1 inh	SENP8 inh	Jurkat NFkB inh
CN(CCc1ccccn1)C(=O)CC1C(=O)NCCN1Cc1ccc(-c2ccccc2)cc1 (stereo not given)	3.5	13.7	6.7	60.2*	-0.3	-18.6	2.7	-3.8
O=c1cc(O)c2sc3nc(-c4ccccc4)cc(C(F)(F)F)c3c2[nH]1	15.2	1.2	10.6	8.1	0.0	22.9	-12.1	-4.4
CC(C)c1ccccc1NC(=O)Cn1c(-c2ccccc2Cl)nc2ccccc21	13.6	-12.2	10.1	4.0	-1.6	3.2	-9.8	10.6
CCOC(=O)CN1C(=O)N[C@H](c2ccc(Br)cc2)C(C(C)=O)=C1C	-5.7	-12.8	-3.4	-10.6	-7.0	10.5	-0.5	9.4
C/C(=C\C(=O)c1ccncc1)Nc1ccccc1O	-2.0	-9.7	10.6	-1.5	0.8	3.5	0.2	-0.9
O=C(COC(=O)c1ccc(S(=O)(=O)N2CCCCCC2)cc1)NCc1ccc(Cl)cc1	5.8	-4.9	12.8	6.0	5.1	-3.6	1.8	-11.2
O=C(COC(=O)c1ccccc1Cl)Nc1cccnc1Cl	3.8	11.9	18.9	-2.3	4.4	-1.8	-3.1	8.0
CC1(C)CC2(CCO1)OC(=O)CC2C(=O)Nc1ccc(Cl)cc1[N+](=O)[O-] (stereo not given)	-1.6	-1.2	-3.9	9.4	-4.1	3.7	-4.6	-13.1
CCC(C)NC(=O)c1ccc(CS(=O)(=O)Cc2ccc(Cl)cc2)o1 (stereo not given)	4.8	21.4	3.0	-3.8	1.1	-18.7	-3.5	12.7
COC(=O)c1ccc(/C=N\NC(=O)CC(=O)NCCc2ccccc2)cc1	7.6	3.5	-6.0	-14.0	-3.4	-7.1	3.7	-5.6
O=C(CN(CC1CCCO1)C(=O)CNS(=O)(=O)c1ccccc1)NCc1ccco1 (stereo not given)	7.3	5.6	5.5	-14.6	7.5	-5.6	-2.3	1.1
CCCCNc1ncnc2c1cnn2Cc1ccc(Cl)cc1	-1.0	7.6	-9.4	2.9	8.6	12.1	2.8	31.2
CSc1ncc(C(=O)Nc2ccc(Br)cn2)c(C)n1	4.3	-4.4	10.6	-10.5	0.6	4.0	0.6	4.0
Cc1nc(N)sc1-c1csc(Nc2cccc(O)c2)n1	-11.6	6.4	10.8	-11.5	-10.7	-12.4	6.7	0.3
COc1ccccc1CC(=O)Nc1ccc2c(c1)C(=O)NC2=O	-2.6	8.4	7.2	-8.6	-2.8	-9.1	4.7	5.4
Cc1cccc(Nc2ccncc2S(N)(=O)=O)c1	-0.8	6.1	8.9	-3.6	12.6	-5.3	1.2	2.9
O=C(O)C1CC(=O)N(Cc2cccnc2)C1 (stereo not given)	2.5	2.6	21.0	-11.1	-15.9	-6.7	-1.4	8.7
CCc1ccccc1NC(=O)CN1CCN(C(=O)c2ccc(OCc3cn4ccccc4n3)cc2)CC1	9.8	2.8	3.9	5.9	-8.2	10.2	-9.5	-2.2
S=c1[nH]nc(-c2ccncc2)n1/N=C/C(Cl)=C\c1ccccc1	10.8	-6.2	-126.5	-28.2	-1.1	-4.6	-0.5	-10.6
O=C(CSc1nnc(Cc2cccs2)n1CCc1ccccc1)N1CCCc2ccccc21	-5.5	-8.5	11.9	1.2	11.2	22.2	-8.3	-11.9
O=C(Cn1cnc2c(oc3ccccc32)c1=O)c1ccccc1	-10.7	10.5	-56.3	-81.8	-4.1	0.1	2.0	-83.4
COc1cccc(NC(=O)CSc2nc3ccccc3nc2N2CCOCC2)c1	-0.1	13.0	8.5	44.4	2.8	5.7	-4.9	2.6
O=C(O)CCCC(=O)N1CCOCCOCCOCCOCC1	-3.1	5.0	-3.9	6.5	4.9	-8.2	3.6	-7.4
CCOC(=O)c1ccc(NC(=O)CCS(=O)(=O)Cc2ccccc2)cc1	6.9	-1.9	-14.2	-0.9	-3.6	8.8	8.1	5.6
CCOc1ccc(/C=C/C(=O)Nc2ccc3[nH]c(=O)[nH]c3c2)cc1	-0.2	6.1	-12.7	-10.2	-7.3	-2.3	5.8	-3.9
COCCn1c(=NC(=O)c2cccs2)sc2cc(NC(C)=O)ccc21	8.5	5.3	6.0	-6.8	-10.9	-7.8	-5.1	10.2
Cc1nn(CC(=O)Nc2ccc(Cl)cc2)c(=O)c2cc(-c3ccccc3)nn12	-1.0	0.0	11.0	1.7	9.4	-1.0	2.6	14.8
O=C(Cn1c(=O)n(-c2ccc(F)cc2)c(=O)c2sccc21)c1ccccc1	9.1	9.3	13.1	8.2	-5.1	-4.0	6.3	14.3
O=C(Nc1ccccc1N1CCN(C(=O)c2ccc(Cl)cc2)CC1)c1cccc([N+](=O)[O-])c1	1.4	-23.4	-41.5	28.8	1.0	32.2	-6.7	-13.3
O=C(c1ccc(Cl)c(S(=O)(=O)N2CCc3ccccc3C2)c1)N1CCN(c2ccccc2)CC1	1.3	-0.4	-25.4	21.2	25.9	-2.3	8.6	-1.8
Cc1nn(-c2cc(C(F)(F)F)ccc2Cl)c2nc(C(F)(F)F)[nH]c(=O)c12	9.2	-4.0	-0.1	3.9	-8.2	11.7	-4.1	-5.5
O=C(N1CCCCC1)C1(S(=O)(=O)c2ccccc2)CC=CC1	-8.0	5.1	-1.9	-6.4	-0.3	-8.6	-0.2	-12.4
Clc1ccc(C[n+]2cc(-c3ccc(Cl)cc3)n3c2CCC3)cc1	13.9	4.3	-8.6	38.1	-6.1	-7.9	4.7	16.1
CCCN(CCC)CC(O)Cn1c2ccccc2c2ccccc21 (stereo not given)	5.4	12.0	-0.6	5.9	7.5	-2.4	-2.7	10.1
Cc1c(CC(=O)O)c(=O)oc2cc(OCc3nn[nH]n3)ccc12	0.2	8.8	15.6	-0.3	-0.4	-8.7	2.6	6.3
C/C(=N/NC(=O)CNC(=O)c1cccnc1)c1ccccc1	8.6	3.6	14.7	-0.8	-8.1	0.1	-3.7	-11.3
Cc1ccc(NC(=O)CCNC(=O)c2ccco2)cc1	0.8	4.2	26.4	-12.0	-11.0	-7.9	1.2	10.3
COC(=O)c1ccc(OCC(=O)c2cccc(OC)c2)cc1	12.2	4.1	-112.2	-24.8	19.3	2.9	-1.7	-3.5
CC1=CC(C)(C)N(C(=O)CSc2nnc(-c3ccc(C)cc3)o2)c2ccc(C)cc21	30.5	-5.1	-3.6	31.9	6.5	19.3	-10.7	-0.7
COCCNC(=O)c1cc2c(-c3ccccc3F)nn(C)c2s1	1.3	-10.4	-1.7	38.9	1.1	7.3	-9.8	-5.4
Cn1c(=O)c2c(=O)cc(N)[nH]c2n(C)c1=O	1.5	10.7	14.3	8.2	-3.8	-22.9	0.6	9.3
CC(=O)Nc1ccc(OCc2nnc(-c3ccccc3)o2)cc1	8.0	0.2	9.4	-2.9	1.0	-1.3	-1.8	14.8
Cc1cccc(/C=N/NC(=O)C(C)Nc2cccc3ccccc23)n1 (stereo not given)	13.0	-104.2	12.1	10.1	-0.7	90.9*	77.9*	13.3
COc1ccc(OCC(=O)N2CCCC2=O)c([N+](=O)[O-])c1	1.0	?	-19.9	5.1	0.3	2.5	3.1	10.3
Cc1c(C(=O)N/N=C/c2ccccc2)[nH]c2ccc(Cl)cc12	-9.0	-12.2	-58.3	-22.1	11.9	4.8	-4.4	38.5
CCc1cc(CNC(=O)CC2C(=O)NCCN2Cc2cccc(OC)c2)on1 (stereo not given)	1.1	3.5	0.3	-17.6	-10.1	0.2	-1.9	1.9
CC1(C)CC2(CCO1)OC(=O)CC2C(=O)NCc1ccccc1 (stereo not given)	-5.2	2.2	3.0	3.1	-4.5	3.5	-5.0	3.9
CCNC(=S)N/N=C/c1c(C)nn(-c2cccc(Cl)c2)c1Cl	13.2	9.1	11.4	-10.0	14.5	-0.1	-0.7	-1.1
Cc1cccc(N/C(=N\S(=O)(=O)c2ccccc2)C(F)(F)F)c1	-5.9	-0.7	7.0	13.4	-1.8	-2.0	-2.7	-10.4
O=C(COC(=O)c1ccc(NS(=O)(=O)c2cccs2)cc1O)Nc1nc2ccccc2s1	-0.3	10.7	-3.9	5.8	3.0	3.9	-3.6	-10.2
CC(SCc1nc2sc3c(c2c(=O)[nH]1)CCCC3)C(=O)Nc1ccccn1 (stereo not given)	-7.2	-4.8	-21.1	-6.0	2.6	1.4	-6.1	0.4
CC(=O)Nc1cccc(-n2nnc(SCC(=O)Nc3ccccc3)n2)c1	10.3	-3.0	-3.5	-3.6	-0.5	0.0	-5.6	-7.2
Cc1oc(CC(C)C)c(CN)c1C(=O)O	-4.2	-12.9	-5.2	3.4	-2.6	-2.7	-7.9	-3.0
COc1ccc(NC(=O)c2cccc(N3C(=O)C4CCC(C)CC4C3=O)c2)c(OC)c1 (stereo not given)	6.1	-3.8	-3.1	21.6	-0.8	10.2	-4.0	-0.3
CCCC(C(=O)OCC)P(=O)(c1ccccc1)c1ccccc1 (stereo not given)	-5.5	7.7	8.2	-3.4	6.9	-15.9	-1.1	3.8
O=C(CNC(=O)c1cccc(OC(F)F)c1)Nc1ccc(Cl)cc1	13.6	-2.7	2.1	-7.4	-8.7	8.8	2.2	1.4
O=C(NCC(=O)N(Cc1cccs1)C(C(=O)NC1CCCC1)c1cccnc1)c1ccco1 (stereo not given)	-1.6	-5.5	24.2	1.2	-5.7	-11.0	-5.7	6.8
CN(c1ccccc1)c1nc(N)c([N+](=O)[O-])c(N2CCOCC2)n1	12.3	0.4	14.8	-1.4	-7.2	3.4	0.3	-3.9
Cc1ccc(OCCCOc2cccc3cccnc23)cc1C	20.9	14.0	4.4	-6.2	22.0	22.9	-12.5	4.4
C[C@H]1COC(=O)[C@@H](Cc2ccc(F)cc2)CC/C=C/C[C@@H](CC(=O)N(CCO)Cc2ccccc2)C(=O)N1	13.0	-8.0	8.9	17.0	4.7	21.8	-15.9	-12.7

# Reformatted as labelled records: entries from further up
structure: Cc1cccc(N/C(=N\S(=O)(=O)c2ccccc2)C(F)(F)F)c1
  CCR6 antag: -5.9 | UBC13 polyUb: -0.7 | 697 NFkB inh: 7.0 | Gli-Sufu antag: 13.4 | EBI2 antag: -1.8 | Apaf-1 inh: -2.0 | SENP8 inh: -2.7 | Jurkat NFkB inh: -10.4

structure: CC1(C)CC2(CCO1)OC(=O)CC2C(=O)NCc1ccccc1 (stereo not given)
  CCR6 antag: -5.2 | UBC13 polyUb: 2.2 | 697 NFkB inh: 3.0 | Gli-Sufu antag: 3.1 | EBI2 antag: -4.5 | Apaf-1 inh: 3.5 | SENP8 inh: -5.0 | Jurkat NFkB inh: 3.9

structure: COc1ccc(OCC(=O)N2CCCC2=O)c([N+](=O)[O-])c1
  CCR6 antag: 1.0 | UBC13 polyUb: ? | 697 NFkB inh: -19.9 | Gli-Sufu antag: 5.1 | EBI2 antag: 0.3 | Apaf-1 inh: 2.5 | SENP8 inh: 3.1 | Jurkat NFkB inh: 10.3

structure: CN(c1ccccc1)c1nc(N)c([N+](=O)[O-])c(N2CCOCC2)n1
  CCR6 antag: 12.3 | UBC13 polyUb: 0.4 | 697 NFkB inh: 14.8 | Gli-Sufu antag: -1.4 | EBI2 antag: -7.2 | Apaf-1 inh: 3.4 | SENP8 inh: 0.3 | Jurkat NFkB inh: -3.9

# Continued:
canonical_smiles	CCR6 antag	UBC13 polyUb	697 NFkB inh	Gli-Sufu antag	EBI2 antag	Apaf-1 inh	SENP8 inh	Jurkat NFkB inh
CCCOc1ccc(C(O)CCNC(CC(=O)O)c2ccccc2)cc1 (stereo not given)	0.9	-7.9	-11.1	-10.2	-0.5	-2.2	-14.3	3.2
CN(C(=O)CSc1nnc(CNC(=O)c2ccccc2)o1)c1ccccc1	11.8	8.9	7.1	0.9	-0.2	-6.7	-2.9	-1.3
OCCN(CC(O)Cn1ccc2ccccc21)CC(O)Cn1ccc2ccccc21 (stereo not given)	-9.2	2.9	-5.8	-13.0	-4.9	21.5	-2.9	-8.7
Cc1cc(NC(=O)c2cccc(S(=O)(=O)N3c4ccccc4CC3C)c2)no1 (stereo not given)	7.2	1.6	9.2	-0.4	16.1	13.2	3.0	-26.0

# Screening data from PubChem BioAssay.

# An excerpt, so the mix of outcomes need not match the whole.
